PNC assembly inh = blocks assembly of the perinucleolar compartment | PC3M PTB-GFP, PNC prevalence imaging, 16 h; active compounds read low | AID 2417 | actives 3.1% (n = 140,000) | activity change (PNC), negative = inhibition, % at 10 µM;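 active means readout at or below -70, meaning at least 70% loss of cells showing the perinucleolar compartment, a nuclear body marking cancer cells; inconclusive means readout between -30 and a set limit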;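 further: plate controls were DMSO wells for no effect and camptothecin positive control wells for full effect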
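Compounds are pinned in duplicate onto adhered PC3M cells stably expressing GFP-tagged PTB and incubated 16 h at 37 C. Cells are then fixed, nuclei stained with Hoechst, and PNC-positive cells counted.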
IMPase cell inh = membrane-permeable compound that blocks inositol monophosphatase. CHO-M1 cells, IP1 accumulation, HTRF TR-FRET ratio. 120,000 tested, under 10 active. AID 901. inhibition (IP1 accumulation), % at 46.1 µM; active means well fitted curve in the direction sought with a large enough effect in the signal ratio, not every such curve was filed as active; inconclusive means small, poorly fitted or top-dose-only effect, or a change in a side signal; inactive means no such curve, though single readings can be large or run the other way; the % refers to the signal ratio;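 further: cells stimulated with carbachol in lithium chloride buffer; plate controls were DMSO basal wells for no effect and reference inhibitor wells for full effect; higher means more IMPase inhibition seen as more IP1 and lower FRET ratio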
Target sequence (P97697 whole entry, looked up): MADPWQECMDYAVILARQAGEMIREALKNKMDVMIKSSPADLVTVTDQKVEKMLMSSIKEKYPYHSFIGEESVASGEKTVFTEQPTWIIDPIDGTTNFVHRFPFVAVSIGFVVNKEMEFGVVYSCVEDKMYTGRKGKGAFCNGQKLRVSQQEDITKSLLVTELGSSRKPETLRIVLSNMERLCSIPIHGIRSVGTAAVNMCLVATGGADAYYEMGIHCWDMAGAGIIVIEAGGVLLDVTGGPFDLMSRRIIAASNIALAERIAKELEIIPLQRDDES
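The IP-One HTRF competitive assay in carbachol-stimulated CHO-M1 cells quantifies cellular IP1. Compounds spanned up to 46 uM final, and activity is expressed as AC50 from concentration-response fits of the ratio and donor data.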
12-hLO inh = blocks human 12-lipoxygenase activity. P18054. purified 12-hLO, xylenol orange hydroperoxide absorbance. AID 1452. actives 0.12% (n = 150,000). Potency, µM (series often up to 57.1 µM), for the others: at the highest dose activity change, negative = inhibition, most hits filed as inhibitors; further: potency means the concentration at half of the fitted maximal effect; nearly all actives have a fitted effect of over 55% in size; many of its hits are not listed in these tables
Target sequence (P18054 whole entry, looked up): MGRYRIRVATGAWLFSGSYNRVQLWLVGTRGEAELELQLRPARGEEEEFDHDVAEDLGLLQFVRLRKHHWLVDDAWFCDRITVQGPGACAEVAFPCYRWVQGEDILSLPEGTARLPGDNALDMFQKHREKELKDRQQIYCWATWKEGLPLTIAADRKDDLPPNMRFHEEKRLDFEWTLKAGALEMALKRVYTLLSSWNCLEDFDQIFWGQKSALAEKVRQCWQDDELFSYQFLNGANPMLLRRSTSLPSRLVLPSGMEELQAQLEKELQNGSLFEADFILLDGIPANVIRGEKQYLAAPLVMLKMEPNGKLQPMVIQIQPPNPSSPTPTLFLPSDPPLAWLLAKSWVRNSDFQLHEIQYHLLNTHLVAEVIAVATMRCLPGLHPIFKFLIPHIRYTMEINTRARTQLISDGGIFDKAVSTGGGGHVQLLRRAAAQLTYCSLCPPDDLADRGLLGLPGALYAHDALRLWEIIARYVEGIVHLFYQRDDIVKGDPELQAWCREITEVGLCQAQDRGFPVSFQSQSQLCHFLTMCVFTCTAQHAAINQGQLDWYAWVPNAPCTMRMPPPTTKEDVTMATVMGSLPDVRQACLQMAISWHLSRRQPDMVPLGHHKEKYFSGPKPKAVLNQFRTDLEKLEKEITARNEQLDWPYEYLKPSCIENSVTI
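Purified human 12hLO (150 nM final) was preincubated with compounds for 15 min at room temperature in 25 mM Hepes pH 7.0, 0.01% Triton X-100, then reacted with 40 uM arachidonic acid for 30 min. Hydroperoxide was detected with ferrous iron/xylenol orange.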
ALOX15B inhib = blocks human 15-lipoxygenase 2 activity; actives 0.56% (n = 110,000); purified 15hLO-2, xylenol orange hydroperoxide absorbance; Potency, µM (doses to about 57.1 µM), without a hit: top-dose activity change, negative = inhibition, hits mostly inhibitors; further: potency means the concentration at half of the fitted maximal effect; nearly all actives have a fitted effect of over 60% in size; many of its hits are not listed in these tables
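Enzyme 50 nM, AA 45 uM, 25 mM Hepes pH 7.5 + 0.01% Triton X-100; cpd preinc 15 min RT, rxn 90 min RT; stop/detect with 200 uM XO + 300 uM Fe(II) in 50 mM H2SO4, 30 min; A573/A405.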
The depositor's hits bear a star; u = inconclusive; x = no result given; [ ] = dose if it differs, or a comment. Unless noted, the call rests on the fitted dose curve; in most records, active means well fitted curve in the direction sought with a large enough effect; inconclusive means small, poorly fitted or top-dose-only effect, or another doubt; inactive means no such curve, though single readings can be large; an effect the other way counts as inactive or inconclusive. Unless noted, on the % scale 0 is the no-effect control and ±100 the full control effect. Not all compounds are listed; the hit share may differ from the screen's.

SMILES	PNC assembly inh	IMPase cell inh	12-hLO inh	ALOX15B inhib
Cc1cc2c(C)nc(N/N=C/c3ccc(F)cc3)nc2o1	17	1	4%	x
COC(=O)N/N=C/c1ccccc1OCc1ccccc1	-18	x	-2%	x
CCOc1ccc(NS(=O)(=O)c2cc(NC(=O)c3cccc(C)c3)ccc2Cl)cc1	u	6	-2%	x
CCOc1ccc(C(=O)/C=C/c2ccc(SC)cc2)cc1	12	-5	-1%	29%
CC(C)(C)NC(=O)/C(=C\c1ccco1)NC(=O)c1cccs1	0	x	-1%	x
Nc1ccc(Oc2ccc([N+](=O)[O-])cc2[N+](=O)[O-])cc1	9	-3	2%	-4%
Cc1ccc(NC2c3ncccc3C(=O)N2C2CCCCC2)cc1C (stereo not given)	u	-2	-8%	-3%
COC(=O)c1ccc2c(=O)n(CCCN3CCCC3=O)c(=S)[nH]c2c1	u	-6	2%	-11%
O=C(CNc1cccc(C(F)(F)F)c1)N/N=C/c1cn(-c2ccccc2)nc1-c1ccccc1	-11	x	-2%	x
CC(=O)Nc1ccc(N2CCCCC2)c(C(=O)Nc2cccc(C)c2)c1	-3	3	-4%	4%
COCCNC(=O)CSc1nc(-c2ccc(OC)c(OC)c2)cc(C(F)(F)F)n1	5	-10	2%	1%
CCOC(=O)c1ccc(N2CN(CC)CNC2=S)cc1	16	1	-5%	x
Cc1ccc(-n2nnnc2CSc2nnc(-c3ccc(O)cc3)o2)cc1	-10	x	-3%	x
COCCCNC(=S)Nc1ccc2c(c1)OCCO2	-16	-6	-1%	x
CCOC(=O)CSCC(=O)Nc1ccc(S(=O)(=O)N2CCCCC2)cc1	10	2	7%	0%
CCCCC(SCC(=O)Nc1ccccc1)C(=O)O (stereo not given)	23	-1	-3%	4%[2.29 µM]
CC1=C(C#N)C(C(F)(F)F)(C(F)(F)F)N=C(c2ccco2)N1	u	8	3%	1%
COc1cc(S(=O)(=O)N(Cc2cccnc2)Cc2ccco2)ccc1-n1cnnn1	39	7	-5%	-2%
O=C(Nc1ccccc1C(=O)O)c1ccc2ccccc2n1	93	4	8%	-12%
O=Cc1ccc2oc3nc4n(c(=O)c3c(=O)c2c1)CCCS4	3	-6	4%	-21%
COc1ccccc1OCCOc1ccccc1/C=N/n1cnnc1	u	-1	6%	6%
CCN(CCCNC(=O)CCCCn1c(=O)[nH]c2ccccc2c1=O)c1ccccc1	-17	7	-9%	4%
Cc1ccc(Cl)cc1NC(=O)COC(=O)CC1CC2CCC1C2 (stereo not given)	14	-3	-2%	4%
Cc1ccc(-n2c(=S)[nH]c3sc4c(c3c2=O)CCc2ccccc2-4)cc1	41	-13	1%	x
CCNC(=O)CC1C(=O)N(CC)C(=S)N1NC(=O)c1ccc(Cl)cc1 (stereo not given)	48	3	12%	x
N#C/C(C(=O)N1CCCCC1)=C1\Nc2ccccc2S1	-14	7	5%	-5%
Cc1ccc(C)c(SCC(=O)Nc2cccc(S(=O)(=O)NC3=NCCCCC3)c2)c1	u	x	-1%	x
COc1cccc(/C=C/C(=O)OCC(=O)c2c[nH]c3ccccc23)c1OC	-24	x	-6%	x
CC(C)(C)NS(=O)(=O)c1ccc(CCC(=O)Nc2cc(Cl)ccc2Oc2ccccc2)cc1	u	2	-4%	6%
CCOc1ccc(NC(=O)c2cc(SC)ccc2Cl)cc1	-3	x	2%	x
COc1ccccc1-n1c(CNC(=O)c2ccco2)nnc1SCC(=O)Nc1ccc(F)cc1	25	2	0%	-2%
Cc1nnc(Oc2ccccc2)c2ccccc12	9	4	-3%	-2%
c1ccc(Cn2nnnc2C(c2ccncc2)N2CCOCC2)cc1 (stereo not given)	-13	-4	-1%	-1%
CC(=O)c1ccn(S(=O)(=O)c2ccccc2)c1	16	x	1%	x
O=C(Nc1nnc(-c2ccc3c(c2)CCCC3)o1)C1CCCCC1	13	-2	2%	-5%
CC1CCN(c2ccc(NC(=S)NC(=O)c3ccc(-c4cccc([N+](=O)[O-])c4)o3)cc2)CC1	6	9	-18%	u
CCCCCC(=O)Nc1nc(C)c(-c2csc(Nc3ccc(Cl)cc3)n2)s1	-2	8	-16%	-10%
O=C(O)CC(NC(=O)OCc1ccccc1)c1ccccc1 (stereo not given)	21	-6	3%	-3%
O=C(Cc1ccccc1)N(c1ccc(F)cc1)C1C=CS(=O)(=O)C1 (stereo not given)	-16	-2[1.84 µM]	-2%	-4%[11.4 µM]
CCCCNC(=S)Nc1ccc2nc3n(c(=O)c2c1)CCCCC3	4	x	-2%	x
O=c1cc2c(nn1Cc1ccccc1Cl)-c1ccccc1CC2	-19	-1	-10%	-20%
O=[N+]([O-])c1cc(F)c(N2CCCCC2)cc1N1CCOCC1	u	-8	-7%	-9%
Cn1c(SCc2nc(-c3ccc(Br)cc3)no2)nnc1-c1ccco1	14	-9	4%	-7%
CCOc1cc(/C=N\NC(=O)c2ccc(NC(=O)C(C)(C)C)cc2)ccc1OC(=O)c1cccc(C)c1	u	9	-6%	-3%
CCn1nnnc1SCC(=O)Nc1ccc(OCc2ccccc2)cc1	-27	-1	-2%	x
CCc1ccc(NC(=O)CCn2c(=O)oc3ccccc32)cc1	25	-1	-10%	1%
Oc1ccccc1C1=Nc2nc3ccccc3n2C(c2ccccc2)C1 (stereo not given)	23	18	-11%	18%
CC1(C)Cc2c(sc3nnn(Cc4ccccc4)c(=O)c23)CO1	14	x	-6%	x
O=C(CSCc1c(F)cccc1Cl)NCC1CCCO1 (stereo not given)	40	-4	6%	x
O=C(O)COc1ccc(Cl)cc1CO	u	7	5%	5%
Cc1ccc(-n2nc(C)c(C(C)(O)C(F)(F)F)c2N)cc1 (stereo not given)	29	x	-2%	x
CCC(=O)Nc1cccc(NC(=O)CSc2nnc(C(C)C)n2CC)c1	29	15	-5%	-2%
O=C(c1cc2ccccn2n1)N1CCCC1	-24	-4	1%	-6%
O=C(CCN1C(=O)CSC1=O)Nc1ccc(Br)cc1	-100*	3	3%	x
O=C(O)c1ccc(NS(=O)(=O)/C=C/c2ccccc2)cc1O	-10	-5	-28%	-10%
Nc1ccc(S(=O)(=O)c2ccc(Cl)cc2)cc1	29	-12	-5%	6%
Cc1cc(NC(=O)CCC2CCCC2)no1	u	-11	3%	-5%
CCCCCCN(CCCCCC)C(=O)Cc1c(-c2ccc(Cl)cc2)[nH]c2ccc(Cl)cc12	x	3	-2%	14%
O=C(O)c1ccc(NCc2nc3cc4ccccc4cc3[nH]2)cc1	x	x	1%[11.4 µM]	-5%[11.4 µM]
COC(=O)c1c(NC(=O)CC2SC(N)=NC2=O)sc2c1CCC(C)C2 (stereo not given)	-28	x	0%	x

Following part.
SMILES	PNC assembly inh	IMPase cell inh	12-hLO inh	ALOX15B inhib
C1CCC(OCCN2CCN(CCOC3CCCCC3)CC2)CC1	8	8	3%	54%[activator]
O=C(c1cccc2ccccc12)N1CCN(CC2CC=CCC2)CC1 (stereo not given)	-24	6	-10%	-22%
CO/N=C/NC(=O)c1ccc([N+](=O)[O-])c(CS(=O)(=O)c2ccc(Cl)cc2)c1	29	0	-3%	-6%
CCN1CCCC1CNC(=O)CSc1cc(=O)n(C)c2cc(Cl)ccc12 (stereo not given)	-1	u	2%	25%
CC(=O)Nc1ccc(S(=O)(=O)N2CCC(NC(=O)C(Cc3cccn3C)NC(C)=O)CC2)cc1 (stereo not given)	-27	6	-6%	-7%
O=C(CCn1c2c(c3ccccc31)CCCC2)NNC(=O)c1ccc(Cl)c([N+](=O)[O-])c1	5	-4	0%	x
CCOC(=O)C1CCN(C(=O)/C=C/c2cc(OC)c(OC)c(OC)c2)CC1	5	x	3%	x
CCN1CCN(C(=O)C2CC(c3ccc(F)cc3)=NO2)CC1 (stereo not given)	-15	2	1%	5%
COc1ccc(OC)c(S(=O)(=O)N2CCN(C)CC2)c1	-23	-10	4%	-1%
Cc1ccc(C)c(SCC(=O)Nc2nnc(-c3ccccc3)o2)c1	u	3	-4%	-11%
CCOc1ccc(C(=O)OCC(=O)Nc2cc(C)on2)cc1OCC	-5	-13	-6%	2%
O=C(Oc1ccc(Br)cc1C(=S)N1CCCC1)c1ccccc1Cl	84	4	-3%	-25%
CCC(=O)NC(NCC1CCCO1)C(Cl)(Cl)Cl (stereo not given)	53	1	8%	x
O=C(Nc1ccccc1)c1ccc(OC(=O)c2cc3ccccc3o2)cc1	-16	3	1%	-13%
CCOC(=O)c1ccc2nc(NC(=O)c3cccs3)sc2c1	-18	-4	2%	x
Cn1c(=O)c2cc(S(=O)(=O)NC(C(=O)NCc3cccnc3)c3ccccc3)ccc2n(C)c1=O (stereo not given)	u	1	3%	2%
Cc1ccc2c(c1)-c1c(ssc1=S)C(C)(C)N2C(=O)CSc1nncn1C	9	-6	-19%	u
O=C(NCc1ccco1)c1cnn2c1NC(c1ccc(Br)cc1)CC2C(F)(F)F (stereo not given)	-6	-3	-11%	0%
O=S(=O)(NC1CC2CCC1C2)c1ccc(Br)s1 (stereo not given)	-29	-13	-7%	-4%
CN(Cc1ccccc1)S(=O)(=O)c1ccc(S(=O)(=O)N(Cc2ccc(F)cc2)C2CCCC2)cc1	u	-5	-3%	-6%
CSc1cnc2c(=O)[nH]c(=O)n(C)c2n1	u	x	-3%	x
CCOC(=O)CNC(=O)CSc1ncnc2c1cnn2Cc1ccccc1	7	0	0%	4%
N#CC(C#N)=Cc1cc2ccccc2nc1N1CCOCC1	3	x	-1%	x
N#Cc1ccc(-c2csc(NC(=O)C3CC3)n2)cc1	u	-7	-3%	1%
Nc1c(C(=O)c2ccccc2)oc2ccccc12	28	-5	-5%	-4%
CC(=O)N=c1sc(C(C)(C)C)c(C)n1C	46	-2	-3%	-3%
COc1ccccc1CN1CCC2(CC1)CCN(S(C)(=O)=O)CC2	x	x	-1%	5%
COc1cc(C2CC(=O)c3cnc(NC(=O)COc4ccccc4)nc3C2)cc(OC)c1OC (stereo not given)	30	8	4%	-3%
N#Cc1ccc(CSc2nnc(NC(=O)CN3C(=O)C4CC=CCC4C3=O)s2)cc1 (stereo not given)	9	3	3%	5%
O=C(Nc1ccccn1)N1CCOCC1	-11	x	0%	x
CC(C)NC(=S)N/N=C/c1ccc(N2CCOCC2)cc1	-12	4	-5%	x
COC(=O)c1nnn(CC(=O)NC(=O)Nc2c(C)cccc2C)c1C(=O)OC	-24	x	4%	x
COc1ccc(-c2cc(OC(=O)c3ccc(F)cc3)c3c(C)oc(C)c3c(=O)c2)cc1	-27	0	u	u
CC(=O)c1cnc(Nc2nc(C)c3ccccc3n2)nc1C	u	12	-1%	1%
CCCSc1oc(-c2ccco2)nc1S(=O)(=O)c1ccccc1	u	14	0%	-9%
O=C1CN(c2ccccc2Cl)C(=O)CN1c1ccccc1Cl	13	2	-1%	-3%
